Source: PubChem (several laboratories)
SKN-1 block = suppressors of acrylamide-induced Pgst-4::GFP reporter in worms, primary screen, SKN-1 inhibitor project, whole organism, uHTS, GFP/RFP fluorescence ratio, strain VP596; C. elegans VP596 Pgst-4::GFP/RFP ratio, 24 h; inhibition, % at 21.8 µM; 360,000 compounds, 0.49% hits; AID 624304, 2012;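 active means interference check ratio from 0.5 to 1.5 plus GFP to RFP signal ratio inhibition reaching or exceeding a fixed threshold, cut at about 30% in these data, passing the limit was not always enough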; further: some compounds called inactive have numbers as strong as hits
bovine MsrA act = bovine MsrA enzyme activators, primary screen, biochemical, absorbance, HTS | 360,000 compounds, 0.3% hits | Methionine sulfoxide reductase A (Bos taurus) | purified bovine MsrA, absorbance read-out | activation, % at 10.6 µM; in the data active means activation above about 7.5%;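 further: 0% = vehicle and 100% = reference activator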
MsrA inh = bovine MsrA enzyme inhibitors, primary screen, biochemical, absorbance, HTS; AID 651718, 2012; purified bovine MsrA, absorbance read-out; inhibition, % at 15.5 µM; Methionine sulfoxide reductase A (Bos taurus); 360,000 compounds, 0.75% hits; in the data active means inhibition above about 4.5%;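 further: 0% = vehicle wells with enzyme and 100% = reference inhibitor wells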
MT1-MMP act inh = blockers of MT1-MMP proenzyme processing, primary screen, HT1080 RFP-PRO-GFP cells, GFP/RFP fluorescence; GFP/RFP ratio change, % at 20 µM; Matrix metalloproteinase-14 (Homo sapiens), P50281; 360,000 compounds, 0.061% hits; GFP/RFP ratio fluorescence, overnight; percent of plate control window, DMSO zero; AID 651647, 2012;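 active means GFP/RFP ratio change of at least 30% with cell ATP level not reduced by more than half and red fluorescence within 50% of control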; further: strong numbers were not always called active
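Material: RFP-PRO-GFP reporter HT1080 cells. Dosing: single-point 20 µM compound, 1% DMSO. Controls: DMSO and RFP-L50D-GFP cell wells. Timing: cells overnight before dosing, compound overnight, 37 °C, 5% CO2. Measure: GFP/RFP fluorescence ratio.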
TbMetRS inhib = T. brucei MetRS inhibitors, primary screen, biochemical, luminescence | methionyl-tRNA synthetase (Trypanosoma brucei brucei) | purified T. brucei MetRS, ATP depletion, Kinase-Glo luminescence | inhibition, % at 11.9 µM | 360,000 compounds, 0.4% hits;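 active means inhibition above a per-plate cutoff of the control wells' mean inhibition plus 3 SD, cut at about 5.5% in these data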;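 further: 0% = DMSO wells median and 100% = median of wells with control inhibitor compound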
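Material: T. brucei methionyl-tRNA synthetase, purified; reagent: substrates ATP, L-methionine and bulk Escherichia coli tRNA; dosing: 11.9 µM single point; timing: 15 min plus 2 h at 25 °C; detection: luminescence of leftover ATP; evaluation: % inhibition; control set: DMSO-only wells as low control; replicates: singlicate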
MLLE-PAM2 inh = inhibitors of PABP1 MLLE–PAM2 peptide binding, primary screen, biochemical, fluorescence polarization, FITC-PAM2, GST-MLLE. AID 588489, 2011. 360,000 compounds, 0.36% hits. inhibition, % at 20 µM; in the data active means inhibition above about 35%, passing the limit was not always enough;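 further: plate controls were DMSO wells with GST-MLLE for no effect and wells lacking GST-MLLE protein for full effect; some results filed as inactive read as strong as hits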
FAS TE block = FAS thioesterase domain inhibitors, primary screen, biochemical, fluorescence intensity, uHTS; Fatty acid synthase (Homo sapiens), P49327; 360,000 compounds, 0.67% hits; inhibition, % at 15 µM; recombinant FAS-TE, OMFH fluorogenic substrate, fluorescence endpoint;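 active means compounds whose normalised, plate-corrected inhibition of enzyme fluorescence in the single-dose primary screen is 50% or more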;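 further: 0% = DMSO with enzyme and 100% = substrate without enzyme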
eLon inh = inhibitors of E. coli Lon protease, primary screen, biochemical, fluorescence polarization | AID 602123, 2011 | inhibition, % at 7.94 µM | P0A9M0 | purified E. coli Lon protease | 360,000 compounds, 0.42% hits; in the data active means inhibition above about 13%, passing the limit was not always enough;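 further: 0% = enzyme with probe and DMSO and 100% = no enzyme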
NRP1-CendR mod = modulators of CendR peptide binding to NRP-1, primary screen, biochemical, fluorescence polarization, uHTS | inhibition, % at 25 µM | FAM-RPARPAR peptide binding to NRP-1 | Neuropilin-1 (Homo sapiens), O14786 | 360,000 compounds, 0.85% hits | AID 602438, 2012;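 active means inhibition or corrected inhibition above about 18%, plus a signal ratio from 0.5 to 1.5, limit read from the data, passing the limit was not always enough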; further: strong numbers were not always called active
Target sequence (O14786 whole entry, looked up): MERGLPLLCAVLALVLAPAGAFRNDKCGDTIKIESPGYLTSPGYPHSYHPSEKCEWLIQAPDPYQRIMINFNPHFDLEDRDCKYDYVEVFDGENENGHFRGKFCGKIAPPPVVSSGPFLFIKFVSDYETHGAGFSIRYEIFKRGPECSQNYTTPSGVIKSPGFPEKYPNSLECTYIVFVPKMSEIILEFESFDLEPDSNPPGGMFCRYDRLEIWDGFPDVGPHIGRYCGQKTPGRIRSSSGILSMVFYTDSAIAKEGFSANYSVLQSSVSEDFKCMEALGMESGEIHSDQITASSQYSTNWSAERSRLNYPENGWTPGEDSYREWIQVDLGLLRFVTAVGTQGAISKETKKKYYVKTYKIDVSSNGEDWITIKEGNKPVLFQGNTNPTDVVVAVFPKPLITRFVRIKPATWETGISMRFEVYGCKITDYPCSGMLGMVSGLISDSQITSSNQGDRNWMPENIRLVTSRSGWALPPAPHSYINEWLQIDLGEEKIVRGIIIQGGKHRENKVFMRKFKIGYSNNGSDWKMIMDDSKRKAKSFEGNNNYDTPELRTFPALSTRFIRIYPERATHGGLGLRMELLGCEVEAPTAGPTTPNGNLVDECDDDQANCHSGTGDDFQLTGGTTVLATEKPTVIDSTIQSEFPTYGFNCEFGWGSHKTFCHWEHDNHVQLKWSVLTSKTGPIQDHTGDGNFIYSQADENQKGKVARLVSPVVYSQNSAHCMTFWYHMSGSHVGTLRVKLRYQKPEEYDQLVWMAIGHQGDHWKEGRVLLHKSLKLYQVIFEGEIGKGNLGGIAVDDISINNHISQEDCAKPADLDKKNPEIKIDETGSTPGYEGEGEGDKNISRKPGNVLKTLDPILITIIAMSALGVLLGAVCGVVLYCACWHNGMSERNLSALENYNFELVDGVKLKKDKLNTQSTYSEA
The depositor's hits bear a star; · = not tested or not shown. Outcome played no part in choosing rows; any-hit rate near 4%.

Below each SMILES – SKN-1 block, bovine MsrA act, MsrA inh, MT1-MMP act inh, TbMetRS inhib, MLLE-PAM2 inh, FAS TE block, eLon inh, NRP1-CendR mod
> CCc1ccccc1NC(=O)C1CC(c2ccc(OC)cc2)=NO1 (stereo not given)
  -6, -2, -0.1, -12, -1.0, 5, 2, 10, 12
> COc1ccc(C2=Nn3c(nnc3C3CCCCC3)SC2)cc1OC
  31, -3, 1.3, -1, -0.4, 3, 3, -12, -1
> COc1ccc2cc(-c3[nH]ncc3CN3CCCCO3)ccc2c1
  13, -1, 1.3, 3, -0.1, 4, -2, -11, -3
> O=C(Nc1ccc(-c2nc3ncccc3o2)cc1)c1ccc(Br)o1
  38*, -4, 3.3, -16, -0.5, -30, -9, -1, -9
> CCn1c(SCC(=O)NCc2ccco2)nnc1-c1ccc(N)cc1
  -22, -10, 0.4, -2, -1.2, -14, -6, 1, 9
> COc1cccc(C(C)(O)c2nc(-c3ccccc3C)cs2)c1 (stereo not given)
  13, -1, -1.1, 4, -0.2, -4, 7, 9, 0
> O=C(O)CCC(=O)N1CCc2cc(S(=O)(=O)N3CC=C(c4ccccc4)CC3)ccc21
  -9, -2, 2.4, 8, -0.2, -6, 6, -1, -28
> COc1ccc(-c2nc3cc(NC(=O)c4ccc5c(c4)OCO5)ccc3o2)cc1
  1, -2, -0.6, 0, -2.0, -5, 1, -2, 4
> COc1ccc(C(=O)Oc2ccc3ccc(=O)oc3c2)cc1
  4, 0, -0.6, 1, -0.2, 18, 6, -3, 1
> N#Cc1ccccc1OCC(=O)OCC(=O)NC1CCCCC1
  -2, -7, -1.2, 5, -0.4, 0, -5, -12, -10
> O=C(Cn1cnc2c(cnn2-c2ccc(F)cc2)c1=O)NCCc1ccccc1
  -15, -7, -0.7, 4, -0.6, -4, -5, -3, -8
> COCCn1c(=O)[nH]c2cc(C(=O)NCCc3ccc(OC)c(OC)c3)ccc2c1=O
  2, -4, -0.3, 1, -0.1, 4, -2, -3, -12
> Cc1cccc(NC(=O)c2ccc3c(c2)CCN3S(C)(=O)=O)c1C
  -13, -2, 0.3, 0, -0.7, 6, -1, -2, -9
> COc1ccc(-n2cnnc2SCC(=O)NC2CC2)cc1
  -6, -1, 0.1, -6, 0.0, -3, -7, -7, -1
> Cc1ccccc1NS(=O)(=O)c1ccc(C(=O)OCC(=O)NCC(C)C)cc1
  14, -1, 1.8, 6, -0.2, -8, 0, -3, 5
> COc1ccc(Cc2nnc(Nc3c(C)cccc3C)o2)cc1OC
  1, -4, -0.9, 0, -0.1, 1, -12, 5, -12
> CC(=O)c1ccc(N2CCN(C(=O)CCC(=O)Nc3ccc4nc(N5CCN(C)CC5)cc(C)c4c3)CC2)cc1
  -3, -2, 2.7, -1, 0.4, 2, -4, 0, 3
> COCCCN1C(=O)C(CC(=O)NCCN2CCOCC2)CC(C(=O)N(C(C)C)C(C)C)=C1C (stereo not given)
  -2, 1, -1.2, -1, 0.1, -8, -6, 1, 4
> COc1ccc(/C=N/NC(=O)c2cc3cc(OC)c(OC)cc3[nH]2)cc1
  -3, -1, 5.3*, 6, -0.6, 12, 1, -6, -8
> CN(C)S(=O)(=O)c1cccc(C(=O)Nc2n[nH]c(C(F)(F)F)n2)c1
  8, -1, 1.1, 0, 0.5, 2, -5, -2, 8
> CC1=CC(C)C(C[N+]2(C)CCCCC2)C(C)C1 (stereo not given)
  2, -3, -0.6, 1, -0.1, -118, -5, -7, 2
> N#Cc1ccccc1Cn1c(=O)n(Cc2ccc(C(=O)NCc3ccco3)cc2)c(=O)c2ccccc21
  17, 0, 3.0, 2, -1.6, -10, 20, -2, 2
> CC(C)=NN/C(N)=N/C(=S)Nc1ccc(C)cc1
  8, 2, 0.4, -2, -0.1, 32, -9, 2, 4
> COc1ccc(OC)c(NC(=O)c2cc(OC(C)=O)cc(C(=O)Nc3cc(OC)ccc3OC)c2)c1
  0, -10, -0.2, 21, -1.5, -17, 25, 2, -1
> CCOc1ccc(C(=O)COC(=O)c2cc([N+](=O)[O-])ccc2N2CCOCC2)cc1
  4, -2, 0.4, -3, -0.1, -2, 69*, 3, -13
> FC(F)(F)c1cnc(NNC(=S)Nc2ccc(Cl)cc2)c(Cl)c1
  26, -1, -0.8, -14, 0.5, 17, 19, 1, 7
> Cc1cc(Sc2ncnc(N)c2[N+](=O)[O-])ncn1
  1, 1, ·, -4, 0.2, 46*, 2, 2, 10
> CCCC(=O)NC1=C(C#N)C2(CCCCC2)Cc2ccccc21
  0, -11, -0.1, 3, -1.8, 5, -7, -8, -9
> CNC(=S)NNC(=O)Cn1ccc(C)n1
  8, -1, 0.8, 7, 0.1, 14, -6, 2, 10
> N/C(=N\OC(=O)c1ccccc1Br)c1ccc([N+](=O)[O-])cc1
  -14, -2, 0.6, 0, 1.0, -4, 16, -5, 10
> COc1ccc(-c2ccncc2)cc1OC
  -16, 0, -0.7, 1, -0.2, 3, -7, 2, 7
> CCC(C)NC(=O)C1c2cc(OC)c(OC)cc2C(=O)N(C)C1c1cccs1 (stereo not given)
  34, 0, -0.2, 4, 0.0, 7, -5, -5, -7
> O=C1Nc2ccccc2Oc2cc([N+](=O)[O-])cc(Oc3ccccc3)c21
  14, 4, 0.7, -107, -0.8, 5, -7, -142, -137
> COc1ccccc1Nc1ccc2c(O)cc(S(=O)(=O)O)cc2c1
  7, -11, 1.3, 4, -0.1, 6, 7, 5, 71*
> COCCN(C(=O)CN1CCN(S(=O)(=O)c2ccc(F)cc2)CC1)c1c(N)n(Cc2ccccc2)c(=O)[nH]c1=O
  9, -2, -1.5, -3, -0.3, 8, -14, -10, 1
> Cc1ccc2oc(-c3ccc(NC(=O)c4cccnc4)cc3)nc2c1
  20, -6, 1.8, 10, -0.3, -11, 2, 7, -9
> Cc1cccc2c1CC(C)(C)N=C2C1=C(O)CC(C)(C)CC1=O
  5, -6, 1.7, 2, -0.6, -5, -1, -4, 7
> Cc1cc(=O)n2[nH]c(-c3ccsc3-n3c(C)ccc3C)cc2n1
  4, -1, -0.9, -22, -0.4, -54, -6, -43, -50
> CC(C)c1ccc(S(=O)(=O)N2CCN(C(=O)C3=COCCO3)CC2)cc1
  13, -1, 0.0, -2, 0.1, -5, 8, 4, 11
> CCN(CC)CCN1C(=O)C(O)=C(C(C)=O)C1c1ccccc1[N+](=O)[O-] (stereo not given)
  6, -1, 0.9, 4, 0.3, 37, -2, 14, 11

Some entries already given, limited to eLon inh:
mol	eLon inh
CCC(C)NC(=O)C1c2cc(OC)c(OC)cc2C(=O)N(C)C1c1cccs1 (stereo not given)	-5
O=C1Nc2ccccc2Oc2cc([N+](=O)[O-])cc(Oc3ccccc3)c21	-142

Further compounds:
Below each SMILES – SKN-1 block, bovine MsrA act, MsrA inh, MT1-MMP act inh, TbMetRS inhib, MLLE-PAM2 inh, FAS TE block, eLon inh, NRP1-CendR mod
> O=C(O)CNC(=O)c1ccc(NC(=O)/C(=C/c2ccccc2)NC(=O)c2ccccc2Br)cc1
  14, -3, 0.1, -1, -0.5, 16, -3, -15, 6
> CCC(C)c1ccc(OCc2ccc(C(=O)OC)o2)cc1 (stereo not given)
  0, 1, -0.3, 1, -0.4, -1, 30, -6, -10
> CCOC(=O)C(CC)/C(C)=N/NC(=O)c1ccc([N+](=O)[O-])cc1 (stereo not given)
  0, -4, -0.5, 2, -0.5, 11, 3, 1, -6
> Cc1nc2nc[nH]n2c(=O)c1NC(=O)CCc1ccccc1
  10, -1, -0.6, 3, -1.3, -1, -2, 9, 5
> O=C(COc1ccccc1Cl)Nc1ccc2c(c1)OCCO2
  16, 0, -0.1, 3, -0.6, 7, -2, 3, 12
> CN1C(=O)[C@H]2[C@@H](/C=C/c3ccccc3)N3C(=O)CN(CCO)C(=O)[C@@]3(Cc3ccccc3)[C@H]2C1=O
  7, -4, 2.9, 1, -0.3, -2, -11, -5, -11
> CCOC(=O)C1C(=O)C=C(c2ccc(NS(C)(=O)=O)cc2)CC1c1ccco1 (stereo not given)
  -3, -5, 2.2, 1, -0.6, -16, -1, -2, -11
> COC(=O)c1cn(NC(=O)c2cccc(F)c2)c(=O)c2ccccc12
  -3, -3, 1.5, -7, -1.3, 2, 1, -12, 14
> CCOc1ccccc1N(C(=O)Cn1nnnc1-c1ccc(C)o1)C(CC)C(=O)NC(C)(C)C (stereo not given)
  -4, -3, -0.2, -7, -0.2, 12, 10, -6, -3
> COCCN1C(=O)C(CC(=O)Nc2ccc(C(=O)O)cc2)SC1=Nc1ccccc1 (stereo not given)
  17, -4, 0.1, 1, -0.7, 1, -6, -5, -11
> CSc1ccccc1C(=O)NCc1ccccc1
  5, -6, 0.1, 0, -0.2, -2, 0, 10, 1
> COc1ccc(C(=O)N2CC(=O)Nc3ccc(C)cc3C2c2ccccc2)cc1 (stereo not given)
  15, -3, -2.3, -6, 0.4, -2, -3, 5, 2
> O=[N+]([O-])c1ccc(/C=N\N2CCN(c3ccc(Cl)cc3)CC2)cc1
  2, -5, 0.3, -3, -0.8, -3, 0, -9, 11
> O=C(CSc1n[nH]c(-c2ccncc2)n1)Nc1ccccn1
  4, -9, 0.4, 2, -1.4, 17, -4, -9, 11

MLLE-PAM2 inh: hit marks shown above.
Molecule	SKN-1 block	bovine MsrA act	MsrA inh	MT1-MMP act inh	TbMetRS inhib	MLLE-PAM2 inh	eLon inh	NRP1-CendR mod
Cc1cc(Sc2ncnc(N)c2[N+](=O)[O-])ncn1	1	1	·	-4	0.2	46*	2	10
